Siah-1 displacement: blockers of Siah-1 interaction with plectin peptide – biochemical, fluorescence polarization, rhodamine-plectin, uHTS, primary screen (AID 1817) | Siah-1 / rhodamine-plectin peptide fluorescence polarization; higher % means a stronger effect | displacement, % at 20 µM, or IC50 in µM where a hit was titrated | hit rate 0.02% among 290,000;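 active means displacement of at least 50% at 20 µM, with a fluorescence ratio check between 0.3 and a set limit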;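 further: plate controls were Siah plus tracer with DMSO for no effect and tracer alone without Siah for full effect; strong numbers were not always called active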
GPR35 antagonists: inhibition of zaprinast-stimulated GPR35 beta-arrestin translocation – imaging, U2OS, beta-arrestin-GFP, zaprinast agonist, primary screen (AID 2058) | U2OS GPR35 beta-arrestin-GFP translocation imaging, zaprinast antagonism; higher % means a stronger effect | inhibition, % at 10 µM; hits with a dose series show IC50 in µM | hit rate 0.052% among 290,000;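 active means inhibition of at least 50% with at least 30 cells and total cytoplasm GFP at most 10,000,000; inconclusive means under 30 cells or total GFP of 10,000,000 plus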
LYP inhibition: inhibitors of LYP phosphatase, biochemical, fluorescence intensity, uHTS (AID 1779). recombinant LYP phosphatase, fluorescence intensity; higher % means a stronger effect. inhibition, % at 11.5 µM; hits with a dose series show IC50 in µM. hit rate 0.054% among 290,000; in the data active means inhibition above about 50%;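 further: plate controls were vehicle with enzyme for no effect and no enzyme for full effect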
MgcRacGAP inhibition: MgcRacGAP GTPase-activating activity inhibitors, confirmation, biochemical, ADP Hunter fluorescence. MgcRacGAP-stimulated Rac1 GTP hydrolysis, ADP Hunter fluorescence; higher % means a stronger effect; GST-tagged Rac1 F28L mutant substrate. inhibition, % at 30 µM, or IC50 in µM where a hit was titrated. hit rate 0.6% among 340,000;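 active means first-screen hits whose inhibition reached a set limit at any dose in the follow-up dose series; inconclusive means inhibition above the set first-screen limit but never retested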;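 further: fluorescence reports GDP produced by GAP-driven GTP hydrolysis; strong numbers were not always called active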
GPR55 antagonists: GPR55 antagonists blocking LPI-driven arrestin recruitment, primary screen, imaging, U2OS, beta-arrestin-GFP, LPI agonist (AID 2013) | U2OS GPR55 beta-arrestin-GFP translocation imaging, LPI antagonism; higher % means a stronger effect | inhibition, % at 10 µM; hits with a dose series show IC50 in µM | hit rate 0.13% among 290,000;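 active means spots per cell inhibited over 60%, with over 100 cells counted and total cytoplasm intensity under 500,000; inconclusive means wells with under 100 cells, flagged as likely toxic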;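 further: U2OS cells stably carrying GPR55 and arrestin-GFP stimulated by 5 µM LPI near EC80; imaged beta-arrestin-GFP aggregate spots per cell after agonist stimulation; plate controls were LPI-stimulated DMSO wells for no effect and DMSO wells without LPI for full effect; some results filed as inactive read as strong as hits; confirmed hits need IC50 under 10 µM and bright autofluorescent wells are also inconclusive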
Myeloid diff 2: myeloid differentiation induction. ER-HoxA9 myeloid progenitors, lysozyme-GFP differentiation, flow cytometry. calls only at 10 µM. hit rate 1% among 360,000. AID 624256;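 active means normalized GFP-positive differentiation at or above the plate's own cutoff, the solvent-only control mean plus 3 SD; inconclusive means no clear call, values can overlap the other calls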;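 further: cells exposed to compound for four days before flow analysis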
Salmonella PhoP GFP: inhibitors of PhoP regulon expression, primary screen, Salmonella Typhimurium, GFP reporter (AID 1863) | S. Typhimurium PhoP-regulated promoter GFP reporter, 4 h; higher % means a stronger effect | one-dose inhibition, % at 50 µM; IC50 in µM for titrated hits | hit rate 0.16% among 300,000;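 active means inhibition over 29.93%, a cutoff 3 SD above the screen mean, later confirmed by dose response; inconclusive means inhibition over 29.93% but no dose response follow-up; inactive means inhibition at most 29.93% or unconfirmed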;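 further: 0% = low Mg2+ inducing control and 100% = high Mg2+ repressing control; strong numbers were not always called active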
NTR1 ag: NTR1-driven beta-arrestin-GFP spot formation – imaging, U2OS cells, high content, primary screen (AID 493036); P30989; agonist mode; activation, % at 20 µM; hit rate 0.17% among 330,000;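 active means activation at or above 40% of the spot to cytoplasm intensity ratio, with at least 20 cells analyzed; inconclusive means wells under 20 cells, flagged as cytotoxic or low count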;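 further: 0% = DMSO without peptide and 100% = 100 nM NTR1 peptide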
Target sequence (P30989 whole entry, looked up): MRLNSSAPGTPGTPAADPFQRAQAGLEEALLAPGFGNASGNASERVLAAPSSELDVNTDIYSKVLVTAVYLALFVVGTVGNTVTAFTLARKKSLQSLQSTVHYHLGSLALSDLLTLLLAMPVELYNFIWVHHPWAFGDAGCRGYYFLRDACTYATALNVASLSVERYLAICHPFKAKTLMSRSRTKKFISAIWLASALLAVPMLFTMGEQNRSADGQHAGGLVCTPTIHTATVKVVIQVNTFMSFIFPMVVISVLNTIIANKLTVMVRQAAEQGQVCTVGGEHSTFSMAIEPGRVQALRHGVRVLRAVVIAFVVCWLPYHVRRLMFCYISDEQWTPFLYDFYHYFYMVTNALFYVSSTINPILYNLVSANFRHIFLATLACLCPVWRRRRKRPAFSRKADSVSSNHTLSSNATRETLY
HIV fusion peptide: cell-free HIV fusion peptide-binding blockers – biochemical, uHTS, fluorescence dequenching, primary screen (AID 1986); inhibition, % at 20 µM, or IC50 in µM where a hit was titrated; cell-free peptide binding, fluorescence dequenching, 30 min; higher % means a stronger effect; hit rate 0.3% among 290,000; in the data active means inhibition mostly above about 52%, no sharp cut-off; inactive means mostly below about 76%; further: some results filed as inactive read as strong as hits
NTR1 ag cell count 20 µM: also measured in NTR1 ag; calls as there; cell count; measured here: cell count, cytotoxicity flag
Myeloid diff 2 GFP+ MAC1+ %: further read-out of Myeloid diff 2, marked with its call; GFP+ MAC1+ double positive, %; measured here: differentiation confirmed by MAC1 staining
An asterisk follows results filed as active; i = inactive; ? = inconclusive; . = not tested or not shown.

SMILES	Siah-1 displacement	GPR35 antagonists	LYP inhibition	MgcRacGAP inhibition	GPR55 antagonists	Myeloid diff 2	Myeloid diff 2 GFP+ MAC1+ %	Salmonella PhoP GFP	NTR1 ag	NTR1 ag cell count 20 µM	HIV fusion peptide
COCCNC(=O)c1cccc(S(=O)(=O)N2CC3(C)CC2CC(C)(C)C3)c1 (centres undefined)	.	.	.	7%	.	i	0.5	-7%	0.6	65	.
COc1ccc(OC)c(N2CC(O)(c3ccccc3)[N+]3=C2SCCC3)c1 (centres undefined)	22%	5%	-5%	7%	18%	i	1.2	-13%	-1.9	63	2.0%
Cc1c(NC(=O)CN2CCN(C(c3ccccc3)c3ccccc3)CC2)c(=O)n(-c2ccccc2)n1C	-1%	-4%	-4%	9%	-8%	i	0.9	-5%	0.8	42	-0.3%
CC(=O)Oc1ccc(N(C(C)=O)S(=O)(=O)c2cc([N+](=O)[O-])ccc2C)cc1	-2%	-14%	-11%	11%	-3%	i	0.8	-19%	2.3	62	-0.1%
O=C(NCc1nc(-c2ccc(Cl)cc2)no1)c1ccco1	0%	28%	-5%	5%	-5%	i	0.6	-1%	-0.8	54	1.1%
CCOc1ccc(S(=O)(=O)N2CCCCC2)cc1NC(=O)CC1OC(=O)c2ccccc21 (centres undefined)	.	.	.	10%	.	i	0.6	16%	0.7	57	.
O=C(Nc1nccs1)c1ccc(COc2ccc(Cl)cc2)o1	-3%	-3%	1%	4%	-19%	i	0.5	-2%	1.3	55	0.8%
Cc1c(C=O)c2ccccn2c1C(=O)c1cccc([N+](=O)[O-])c1	2%	-7%	5%	2%	-17%	i	0.5	3%	-0.3	22	-1.8%
CN(C)S(=O)(=O)c1ccc(NC(=O)CN2CCc3ccccc32)cc1	1%	1%	4%	12%	9%	i	0.4	.	0.3	46	-1.1%
CC(C)[C@H](NC(=O)[C@H](CCCN=C(N)N)NC(=O)NC(Cc1ccccc1)C(=O)O)C(=O)NC(C=O)CCCN=C(N)N (some centres undefined)	-3%	5%	-8%	-1%	1%	i	2.3	-2%	3.3	56	-1.4%
COc1cccc(OC)c1C(=O)NC(=S)Nc1cccc(NC(=O)c2ccco2)c1	3%	4%	-4%	2%	7%	i	0.3	1%	2.8	38	-1.0%
COc1ccc(CCNC(=O)CCN2C(=O)[C@@H]3Cc4ccccc4CN3C2=O)cc1	-2%	14%	-2%	7%	10%	i	3.1	3%	1.2	63	0.5%
CC(=O)c1cccc(Nc2nc(-c3cccc([N+](=O)[O-])c3)cs2)c1	-1%	-17%	3%	5%	12%	i	0.4	0%	5.5	98	-1.4%
O=C1c2ccccc2C(=O)N1CC(O)CN1CCOCC1 (centres undefined)	-2%	-7%	1%	10%	0%	i	1.1	-3%	-0.4	61	1.5%
N#Cc1ccc(OCC(O)CS(=O)(=O)c2ccc(F)cc2)cc1 (centres undefined)	-6%	-2%	-10%	8%	9%	i	0.5	9%	-0.4	56	-0.6%
O=C(NCCc1ccccc1)c1noc2c1CCCCC2	1%	3%	-7%	3%	5%	i	1.0	-10%	1.2	83	-0.4%
NNC(=O)c1ccccc1-n1cccc1	-1%	4%	-2%	7%	-3%	i	0.8	0%	-0.3	54	0.4%
CS(=O)(=O)c1ccccc1-c1nnc(NC(=O)c2ccco2)o1	.	.	.	5%	.	i	0.7	-10%	3.9	11	.
CCOc1ccc(S(=O)(=O)NCCC(=O)NC2CCN(Cc3ccccc3)CC2)cc1	.	.	.	6%	.	i	0.3	-2%	0.4	55	.
COc1ccc(C(=O)Nc2ccc(S(=O)(=O)Nc3cc(C)nc(C)n3)cc2)c(OC)c1	1%	-6%	-6%	5%	-18%	i	0.7	0%	0.4	47	-1.8%
O=C(c1ccccc1)n1c(=S)nc2ccccn21	2%	2%	-2%	3%	2%	i	0.9	.	-1.5	38	7.1%
NC(=O)c1ccc(N=Nc2c(O)c3ccccc3[nH]c2=O)cc1	-3%	14%	-7%	.	-4%	.	.	-2%	0.8	86	3.8%
CC(C#N)(NC(=O)COC(=O)c1ccccc1NCCO)C1CC1 (centres undefined)	.	.	.	2%	.	i	1.0	-2%	2.3	62	.
CCN(CC)C(=O)Cn1cc(C(=O)C(=O)N2CCN(Cc3ccc4c(c3)OCO4)CC2)c2ccccc21	-1%	-5%	-2%	11%	9%	i	0.9	2%	1.6	80	-1.2%
CCS(=O)(=O)C(=C1NCCO1)S(=O)(=O)CC	1%	3%	-5%	-2%	11%	i	1.8	-1%	0.1	89	-0.1%
Cc1c(NC(C)C)c(=O)n(-c2ccccc2)n1C	.	.	.	6%	.	i	0.6	-7%	-1.4	55	.
CC1(C)CC2(CC(c3ccccc3F)c3ccc(O)c(O)c3O2)NC(=S)N1 (centres undefined)	-5%	-4%	-4%	-22%	3%	i	0.2	0%	5.2	59	4.4%
COc1ccc(C(=O)NCc2ccncc2)cc1OC	-3%	-4%	-8%	5%	8%	i	0.2	6%	-1.5	85	0.1%
Cc1cccc(C)c1NC(=O)CS(=O)CC(=O)NCCCc1ccccc1 (centres undefined)	-5%	0%	-8%	-2%	-7%	i	1.3	2%	-1.9	57	10%
Cc1ccc(SCCNC(=O)c2ccccc2C)cc1	3%	8%	-8%	-5%	4%	i	0.9	10%	-0.5	52	0.3%
COc1ccc(-n2ncc3c(N4CCN(c5cccc(C)c5C)CC4)ncnc32)cc1	-2%	-2%	-13%	2%	-8%	i	4.8	.	0.8	54	0.1%
Cc1nnsc1C(=O)N/N=C/c1ccc2ccccc2c1O	-16%	-6%	-10%	1%	-13%	?	.	4%	1.5	47	14%
Nn1c(SCc2cc([N+](=O)[O-])cc3c2OCOC3)nnc1-c1ccccn1	0%	-3%	3%	10%	22%	i	0.4	-3%	0.7	45	-0.3%
O=C(COc1ccccc1[N+](=O)[O-])OCC(=O)N1CCC(Cc2ccccc2)CC1	-1%	3%	2%	9%	7%	i	0.2	-2%	0.4	96	-1.5%
O=C(Cn1nnc(-c2ccccc2)n1)NC1CCS(=O)(=O)C1 (centres undefined)	.	.	.	7%	.	i	0.5	-3%	0.4	64	.
Cc1ccc(C(=O)NCCc2nnc3ccc(NCc4ccc5c(c4)OCO5)nn23)cc1	12%	-1%	-8%	8%	12%	i	1.7	-3%	-0.2	60	-0.1%
CCOc1ccc(C(=O)Nc2ccncc2)cc1	0%	9%	-7%	-10%	-8%	i	2.7	24%	4.5	33	-2.0%
COc1ccc(CCN2CC(C(=O)O)CC2=O)cc1 (centres undefined)	3%	6%	0%	-2%	8%	i	5.9	-6%	1.2	54	-0.5%
O=C(OCc1nc2ccsc2c(=O)[nH]1)c1ccc(Cl)s1	.	.	.	5%	.	i	0.3	-2%	-0.9	64	.
CC(=O)C1=C(O)C(=O)N(c2ccc(O)cc2)C1c1ccccc1[N+](=O)[O-] (centres undefined)	2%	-3%	-12%	41%	0%	i	0.5	-5%	-0.7	52	-1.0%
Cc1ccsc1C(=O)N1CCc2ccccc2C1	0%	-8%	-4%	3%	-5%	i	0.6	3%	0.0	69	0.5%
C=C1CCC[C@]2(C)C[C@H]3OC(=O)C(CNCC(C)C)[C@H]3CC12 (some centres undefined)	3%	-8%	-4%	7%	5%	i	0.7	-4%	1.9	78	-0.8%
CCOC(=O)CN1C(=O)C(=O)N(Cc2c(Cl)cccc2Cl)C1=O	-3%	6%	-1%	8%	4%	i	0.2	1%	-0.8	78	-2.4%
O=C(O)CCN1Cc2ccccc2C1=O	7%	22%	-9%	2%	-3%	i	1.6	2%	-0.3	89	-1.1%

At a glance, part of the list above:
SMILES	Siah-1 displacement	GPR35 antagonists	LYP inhibition	MgcRacGAP inhibition	GPR55 antagonists	Myeloid diff 2	Myeloid diff 2 GFP+ MAC1+ %	Salmonella PhoP GFP	NTR1 ag	NTR1 ag cell count 20 µM	HIV fusion peptide
CC(=O)C1=C(O)C(=O)N(c2ccc(O)cc2)C1c1ccccc1[N+](=O)[O-] (centres undefined)	2%	-3%	-12%	41%	0%	i	0.5	-5%	-0.7	52	-1.0%
Cc1ccsc1C(=O)N1CCc2ccccc2C1	0%	-8%	-4%	3%	-5%	i	0.6	3%	0.0	69	0.5%
C=C1CCC[C@]2(C)C[C@H]3OC(=O)C(CNCC(C)C)[C@H]3CC12 (some centres undefined)	3%	-8%	-4%	7%	5%	i	0.7	-4%	1.9	78	-0.8%
CCOC(=O)CN1C(=O)C(=O)N(Cc2c(Cl)cccc2Cl)C1=O	-3%	6%	-1%	8%	4%	i	0.2	1%	-0.8	78	-2.4%
O=C(O)CCN1Cc2ccccc2C1=O	7%	22%	-9%	2%	-3%	i	1.6	2%	-0.3	89	-1.1%
